BaF3 tox = reduces parental Ba/F3 cell viability, JAK2V617F counter-screen; CellTiter-Glo ATP luminescence; inhibition, % at 5.6 µM; 220,000 tested, 1.1% active;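 active means inhibition above a per-campaign cutoff, the mean inhibition of all tested compounds plus 3 SD, cut at about 27% in these data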;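 further: 0% = DMSO wells and 100% = JAK Inhibitor I control wells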
PERK inh = inhibitors of human PERK kinase; Q9NZJ5; CHO PERK-DD fusion, SEAP luminescence translation reporter; inhibition, % at 5.6 µM; 220,000 tested, 0.17% active;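 active means inhibition above the mean inhibition of all tested compounds plus 3 SD, set separately per screening campaign, cut at about 2.9% in these data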;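 further: PERK kinase domain activated by AP20187 dimerizer at 100 nM; 0% = DMSO with dimerizer and 100% = rapamycin at 8.4 µM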
Ba/F3 V617F tox = lowers viability of Ba/F3 cells expressing EpoR and JAK2V617F; ATP luminescence; inhibition, % at 5.6 µM; 220,000 tested, 1.1% active; AID 1446;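 active means inhibition above the campaign mean plus 3 SD over all tested compounds, cut at about 24% in these data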;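 further: cytokine-independent growth of Ba/F3 cells driven by EpoR plus mutant JAK2; 0% = DMSO-treated cells and 100% = JAK inhibitor I control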
Wee1 stabilizer = blocks degradation of human Wee1 kinase; 220,000 tested, 1.2% active; reporter increase, % at 5 µM; P30291; HeLa Luc-Wee1K328M stability, luciferase luminescence; 100% = proteasome inhibitor MG132 effect;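 active means activation above the mean of all tested compounds plus 3 SD, set per screening run, cut at about 8.8% in these data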;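 further: cells exposed to compound for 20 h before luminescence read; 0% = DMSO alone and 100% = MG132 at 30 µM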
Target sequence (P30291 whole entry K328M): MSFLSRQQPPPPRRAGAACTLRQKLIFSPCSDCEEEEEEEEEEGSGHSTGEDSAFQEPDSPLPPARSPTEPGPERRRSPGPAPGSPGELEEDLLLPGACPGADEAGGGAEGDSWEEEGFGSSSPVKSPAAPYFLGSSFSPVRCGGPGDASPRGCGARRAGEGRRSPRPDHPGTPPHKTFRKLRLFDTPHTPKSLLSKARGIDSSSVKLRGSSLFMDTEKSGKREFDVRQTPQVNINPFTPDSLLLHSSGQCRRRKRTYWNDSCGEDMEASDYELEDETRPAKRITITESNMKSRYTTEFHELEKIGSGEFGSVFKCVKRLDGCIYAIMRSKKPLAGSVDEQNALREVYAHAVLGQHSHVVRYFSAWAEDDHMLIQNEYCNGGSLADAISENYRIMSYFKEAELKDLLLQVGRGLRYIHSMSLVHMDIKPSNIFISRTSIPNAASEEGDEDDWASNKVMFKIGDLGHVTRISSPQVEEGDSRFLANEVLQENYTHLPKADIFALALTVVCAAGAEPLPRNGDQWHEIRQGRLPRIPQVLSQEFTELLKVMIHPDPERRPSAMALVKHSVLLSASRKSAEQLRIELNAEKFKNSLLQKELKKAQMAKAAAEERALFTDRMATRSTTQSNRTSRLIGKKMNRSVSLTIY
S1P4 antag = human S1P4 receptor antagonism; S1P4-expressing cells, antagonist mode, reporter read-out; inhibition, % at 4.98 µM; 220,000 tested, 0.26% active; in the data active means inhibition above about 29%;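 further: 0% = wells stimulated with agonist and 100% = vehicle wells without agonist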
Target sequence (O95977 whole entry, looked up): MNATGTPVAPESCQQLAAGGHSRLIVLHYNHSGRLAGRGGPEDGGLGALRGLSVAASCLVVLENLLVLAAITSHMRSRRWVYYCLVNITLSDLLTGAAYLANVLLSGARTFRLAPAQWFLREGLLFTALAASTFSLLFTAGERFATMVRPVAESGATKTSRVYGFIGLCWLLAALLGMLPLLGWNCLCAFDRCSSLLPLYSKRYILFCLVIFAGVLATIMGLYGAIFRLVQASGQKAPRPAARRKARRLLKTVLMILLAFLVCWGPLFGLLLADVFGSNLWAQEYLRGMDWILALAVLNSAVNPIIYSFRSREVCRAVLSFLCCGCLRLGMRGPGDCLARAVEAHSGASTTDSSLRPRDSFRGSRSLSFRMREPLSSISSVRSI
NPY2 pot ag = human NPY-Y2 potentiation or agonism, primary screen. AID 1359. cells expressing NPY-Y2, potentiator/agonist read-out. 220,000 tested, 0.45% active. activation, % at 3.6 µM; in the data active means activation above about 27%;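 further: cells stimulated with NPY near EC25 plus isoproterenol at EC100; 0% = vehicle plus submaximal agonist and 100% = vehicle plus saturating agonist; some results beyond the cut were filed as inactive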
MDM2 E3 inh = blocks human Mdm2 ubiquitin ligase activity; 210,000 tested, 0.11% active; Q00987; AID 1230; cell-based MDM2 ubiquitination luciferase reporter, 2 h; 0 = plate control, 100 = twice control, blank-subtracted; signal enhancement, % at 5 µM;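 active means signal enhancement of 30% or more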;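 further: luminescence tracks abundance of the self-degrading MDM2-luciferase fusion protein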
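Assay system: mammalian cells stably expressing self-ubiquitinating, self-degrading MDM2 E3–luciferase fusion. Quantity: 2000 cells in each well. Medium: DMEM culture medium. Compound dosing: single-point 5 µM. Timing: cell settling 4 h, compound treatment 2 h, both 37 °C. Technique: luciferase luminescence. Read-out basis: percent signal gain over controls, blank-subtracted. Benchmarks: plate controls and plate blanks.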
S1P4 ag = human S1P4 receptor agonism. activation, % at 4.98 µM. S1P4-expressing cell line, agonist reporter assay. AID 1509. 220,000 tested, 0.35% active. O95977; in the data active means activation above about 11%;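 further: 0% = DMSO vehicle and 100% = reference agonist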
eIF4E-4G inh = inhibitors of eIF4E and eIF4G interaction in translation initiation; TR-FRET eIF4E-eIF4GI(517-606) binding, 2 h; inhibition, % at 21.7 µM; 220,000 tested, 0.37% active; P63073+Q04637;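 active means inhibition above about 30%, limit read from the data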;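 further: 0% = full FRET control wells and 100% = background wells lacking eIF4GI fragment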
* = called active by the depositor; / = not tested or not shown; [ ] = remark or other dose. No enrichment for hits; about 4.1% have a hit in one of these screens.

Second line of a record – BaF3 tox	PERK inh	Ba/F3 V617F tox	Wee1 stabilizer	S1P4 antag	NPY2 pot ag	MDM2 E3 inh	S1P4 ag	eIF4E-4G inh
#1 N#CCCN(C(=O)CN1C(=O)NC2(CCCC2)C1=O)c1ccccc1F
    3	0.8	-3	-1	-3	13	-2	-2.8	3
#2 N=c1c2c(n(Cc3ccc(F)cc3)c3c1CCC3)CCCC2
    57*	0.6	55*	-4	-2	6	-10	2.4	-4
#3 CC(C)C(=O)N(c1ccc2oc(=O)sc2c1)S(=O)(=O)c1cccs1
    3	0.6	-2	-1	3	-4	-10	0.9	-1
#4 O=C1CCC/C1=C/Nc1ccc2c(c1)OCO2
    4	0.5	-3	-2	-4	-12	-12	1.4	-6
#5 Cc1nc(NC(=O)CSc2nnnn2C)sc1C
    2	0.7	-2	1	0	14	-1	-0.9	-1[fluorescence artefact?]
#6 Cc1cc(Cl)ccc1OCC(=O)OC(C)C(=O)NC(N)=O (centres undefined)
    0	0.1	2	0	2	-4	-11	-3.5	0
#7 CCOC(=O)CC(=O)CSc1nc2ccccc2c(=O)n1-c1ccc(C(=O)N2CCOCC2)cc1
    3	-1.3	3	-2	-6	-6	-4	-0.4	-2
#8 O=C(/C=C/c1cc([N+](=O)[O-])ccc1OC(F)F)Nc1cccc([N+](=O)[O-])c1
    -5	0.1	1	5	4	-19	/	-0.6	6
#9 Cc1ccc(CNCc2cccnc2)s1
    4	-0.2	-3	-5	-2	-10	5	1.7	5
#10 C/C(=N\NC(=O)c1cccc(N/N=C(\C)c2ccccc2)c1)c1ccccc1
    8	0.4	3	-2	-3	-6	-93	0.1	1
#11 C=C1SC(Nc2c(C)cccc2C)=NC12CCCCC2
    1	-0.1	-4	2	15	11	-1	1.1	0
#12 CCOc1ccc(C(=O)NC(=S)Nc2ccc(NC(=O)C(C)C)cc2)cc1[N+](=O)[O-]
    2	-0.7	-1	-3	-18	-6	7	0.7	5
#13 CCOC(=O)N1CCN(S(=O)(=O)c2ccc3c(c2)CCN3C(=O)CC)CC1
    3	-0.2	-3	2	6	4	-7	-2.4	-8
#14 CCC(C)(C)n1nnnc1C(c1cccnc1)N1CCCC(C)C1 (centres undefined)
    9	0.0	2	-2	-27	-12	-4	0.8	-2
#15 COC(=O)C/C=C/[C@@H](C)[C@@H](/C=N/OC[C@@H](C)[C@H](OCc1ccccc1)C(C)C)NS(=O)(=O)c1ccc(C)cc1
    0	-0.8	0	-2	-18	-6	/	1.5	-3
#16 CN(c1ccc(O)cc1)c1nc(-c2cccs2)cs1
    8	1.2	-1	-1	9	0	-29	-1.1	1
#17 Cc1nccnc1Sc1ccccc1
    1	0.8	-2	0	0	-1	-1	-1.1	-2
#18 COC(=O)c1oc2ccc(Cl)cc2c1-n1cccc1
    1	0.9	-2	-1	-16	-3	-5	0.1	3
#19 CC(C)N(CC#CC(O)(c1ccccc1)c1ccccc1)CCO
    3	-0.2	-1	0	-3	-1	-12	-0.3	1[fluorescence artefact?]
#20 O=C(Nc1ccccc1N1CCOCC1)c1ccccc1NS(=O)(=O)c1ccc(F)c(F)c1
    6	-0.3	3	-1	3	-7	-3	-0.9	-6

Rewritten screen by screen: entries from further up
6) Cc1cc(Cl)ccc1OCC(=O)OC(C)C(=O)NC(N)=O (centres undefined)
7) CCOC(=O)CC(=O)CSc1nc2ccccc2c(=O)n1-c1ccc(C(=O)N2CCOCC2)cc1
8) O=C(/C=C/c1cc([N+](=O)[O-])ccc1OC(F)F)Nc1cccc([N+](=O)[O-])c1
compound no.,6,7,8
BaF3 tox,0,3,-5
PERK inh,0.1,-1.3,0.1
Ba/F3 V617F tox,2,3,1
Wee1 stabilizer,0,-2,5
S1P4 antag,2,-6,4
NPY2 pot ag,-4,-6,-19
MDM2 E3 inh,-11,-4,/
S1P4 ag,-3.5,-0.4,-0.6
eIF4E-4G inh,0,-2,6

Next section:
Second line of a record – BaF3 tox	PERK inh	Ba/F3 V617F tox	Wee1 stabilizer	S1P4 antag	NPY2 pot ag	MDM2 E3 inh	S1P4 ag	eIF4E-4G inh
#21 O=C(Nc1ccc(CN2CCCCC2)cc1)c1cccc(F)c1
    0	0.2	-2	-2	6	-1	-5	-1.6	2
#22 COc1ccc(/C=N/Nc2nc(-c3cccc(S(=O)(=O)N4CCCC4)c3)cs2)c(OC)c1
    3	-0.1	-4	2	7	6	-16	-0.3	-4
#23 CC(C)CCNC(=O)c1ccc(CSCc2cccc(F)c2)o1
    4	0.1	-1	0	2	-18	-18	0.8	2
#24 CNS(=O)(=O)c1cc(NC(C)=O)c(C)cc1C
    7	0.7	1	0	-11	-2	-3	-0.6	0
#25 C=CCOC(=O)C1=C(C)Nc2[nH]c(=O)[nH]c(=O)c2C1c1cccc(OC)c1 (centres undefined)
    5	0.1	4	-2	2	-11	/	1.4	-3
#26 COc1cc(C2C(C#N)=C(N)OC3=C2C(=O)CCC3)cc(OC)c1OC(=O)N1CCOCC1 (centres undefined)
    1	-0.2	-2	-3	-19	3	-13	0.6	7
#27 C#CCOCCOCCOCCNc1nc(N2CCN(C(=O)[C@H](CCC(=O)O)n3cc(C(N)[C@H](C)CC)nn3)CC2)nc(N2CCN(C(=O)[C@H](Cc3cc4ccccc4[nH]3)n3cc(C(N)[C@H](C)CC)nn3)CC2)n1 (some centres undefined)
    -3	1.6	-1	2	6	-12	/	-1.4	0
#28 COc1ccc(C2(CNC(=O)c3ccco3)CCOCC2)cc1
    -1	0.3	-2	-1	2	-13	-6	-0.2	3
#29 CC(C)N(c1ccccc1)c1ncnc(NCCC(=O)O)c1[N+](=O)[O-]
    3	1.2	-1	-1	-29	-28	-15	2.1	/
#30 O=C(O)CCc1ccc(-c2cccs2)n1CC1CCCO1 (centres undefined)
    0	1.0	-3	1	-6	8	-7	0.8	-5
#31 O=C(NC1CCCC1)c1ccc(S(=O)(=O)N2CCCC2)cc1
    3	1.6	-1	0	-20	-1	-18	0.8	2
#32 CC(C)c1nc(SCC(=O)Nc2ccc3c(c2)OCO3)n[nH]1
    1	0.7	-3	0	1	24	-12	-0.3	-9[fluorescence artefact?]
#33 CC1=C(C(=O)OCC2CCCO2)C(c2cccc(C(F)(F)F)c2)C2=C(CC(c3ccco3)CC2=O)N1 (centres undefined)
    3	-1.4	-2	-1	2	19	-48	0.2	-10[fluorescence artefact?]
#34 O=C(Cc1ccccc1Cl)Nc1cccc(S(=O)(=O)N2CCOCC2)c1
    2	0.3	0	1	-14	-12	-5	0.7	-1
#35 Cc1ccc(CNC(=O)C2CC(=O)N(C3CCCCCC3)C2)cc1 (centres undefined)
    7	1.1	-1	2	-13	-2	-8	0.5	0
#36 CCc1nc(NC(C)C)c2oc3ccccc3c2n1
    -1	0.1	-2	0	-5	4	-9	0.6	2
#37 CCOC(=O)CSc1nc(-c2ccncc2)ccc1C#N
    -2	0.2	-5	14*	-5	13	-19	0.7	14
#38 Cn1c(NC(=O)c2ccccc2F)cc(=O)n(C)c1=O
    6	1.4	-3	1	-5	-10	-4	-0.9	-4
#39 Cc1ccc(S(=O)(=O)Nc2cc(C(F)(F)F)ccc2N2CCOCC2)c(C)c1
    7	0.3	-3	1	-1	20	8	-0.5	13[fluorescence artefact?]
#40 COC(=O)c1ccccc1NC(=O)CSc1nc2c(c(=O)n(C)c(=O)n2C)n1C
    1	-0.3	0	-1	-1	-1	/	1.4	/
#41 COC(=O)Cc1c(C)c2ccc(OC(=O)c3ccccc3)cc2oc1=O
    1	0.1	-1	6	-9	-2	-8	0.1	2
#42 COc1ccc(C(=O)NC2CCCCC2)cc1S(=O)(=O)N1CCCC1
    0	-1.3	1	1	-10	5	8	0.9	2[fluorescence artefact?]
#43 O=C(CCC(=O)c1ccc(Oc2ccccc2)cc1)Nc1ccc(Cl)cc1Cl
    0	1.2	1	0	5	-12	-27	0.8	-1
#44 O=C(O)CN(CCO)CCN(CC(=O)O)CC(=O)O
    6	2.1	-1	-3	-17	7	/	0.1	5[fluorescence artefact?]
#45 CC1CCN(CCCNC(=O)c2cc3c(Cl)nc4ccccc4c3s2)CC1
    11	2.3	34*	3	-16	-13	/	-0.1	0
#46 O=C(CSc1ccccn1)Nc1ccc(Cl)cn1
    10	0.4	4	0	10	-8	-4	-1.5	4
#47 COc1ccccc1-n1c(SCC(=O)OC(C)C)nc2cccnc21
    -1	0.4	-1	0	-7	9	/	-0.7	0
#48 C/C=C/c1ccc(OCCCCOc2ccc(OC)cc2)c(OC)c1
    10	1.2	4	-1	-8	-4	-2	0.8	-2
#49 Cc1nc(NC(=S)NC(=O)COc2ccc(Cl)cc2)ccc1Br
    4	0.2	4	-5	-18	-2	-12	-1.2	0[fluorescence artefact?]
#50 c1ccn(-c2ccc(N3CCOCC3)cc2)c1
    8	1.4	1	1	0	-4	-23	-1.1	-1
#51 O=C(NCCSCc1ccco1)Nc1cccc(Cl)c1
    3	0.8	1	1	-11	-13	-2	1.2	6
#52 O=S(=O)(c1cccc2cccnc12)N1CCN(Cc2ccccc2)CC1
    0	0.0	-3	-1	-7	-2	-1	0.5	2
#53 Cc1ccccc1N1C(=S)NC2c3ccccc3OC1(C)C2C(=O)N(C)C (centres undefined)
    9	-0.5	3	6	-5	2	0	-0.7	0
#54 Nc1cc(OCC(F)(F)F)cc(OCC(F)(F)F)c1
    1	0.8	-1	0	-2	8	-8	-0.9	-3
#55 COc1cc(C2NC(=S)NC(C)=C2C(=O)Nc2cc(C)cc(C)c2)ccc1O (centres undefined)
    -2	-0.2	2	2	-11	-2	-10	33*	0
#56 NC(=O)NC(=O)COC(=O)c1ccc(OC(F)F)cc1
    7	1.6	2	6	6	-3	-11	-0.3	0
#57 O=c1ccc2ccc(OCc3nnc(-c4ccccc4Br)o3)cc2o1
    2	-0.9	1	-1	-17	-6	14	-0.3	-20
#58 Cc1ccc(OCC(=O)N(Cc2ccccc2)c2ccccn2)cc1
    12	1.1	7	-3	3	-7	3	0.9	-1
#59 COc1c(C(C)C)cc(NC(C)=O)cc1C(C)C
    3	-1.3	-1	-1	-7	-7	-4	2.9	-8[fluorescence artefact?]
#60 Cc1nn(CCCC(=O)N2CCc3ccccc3C2)c(=O)c2cc3sccc3n12
    11	-0.3	1	2	-14	-24	-9	-1.9	0
#61 O=C(NCc1ccc2c(c1)OCO2)c1ccc2c(c1)C(=O)N(CC1CCCO1)C2=O (centres undefined)
    1	1.9	1	1	4	-14	-10	-0.6	-6
#62 Cc1oc(-c2ccccc2F)nc1CN1CCC(C(=O)NCc2cccs2)CC1
    6	-0.6	3	0	2	-14	/	-0.7	3
#63 CSc1ccccc1NC(=O)CN(C)CC(=O)Nc1ccc(N2CCOCC2)cc1
    -1	-0.1	1	2	1	0	-25	-0.1	1
#64 CCNc1nc(NC(C)C)nc(N(C#N)CC(=O)OC)n1
    0	0.4	-5	2	-22	-4	-10	-0.1	0
#65 O=C1CCC([N+](=O)[O-])C(c2cccc3ccccc23)N1 (centres undefined)
    6	0.3	1	0	-2	-16	-4	-0.3	0
#66 COc1ccc(NC(=O)CN2C(=O)CC(C)(C)S(=O)(=O)c3ccccc32)cc1
    12	1.3	0	3	-4	6	-10	0.0	3
#67 Cn1c(Cn2c(=O)sc3ccccc32)nnc1SCC(=O)N1CCCCCC1
    10	0.1	4	0	-8	-5	-12	0.3	0
#68 CC(C)(C)C1CCC2(CC1)C(C#N)=C(SCC(=O)NC1CCCCC1)NC(=O)C2C#N (centres undefined)
    1	-0.2	-3	-3	-8	-1	5	2.3	2
#69 FC(F)(F)c1cc(-c2ccc(Cl)cc2)nc(NCc2cccnc2)n1
    1	0.1	-1	0	3	-10	-14	-0.4	6

Source: PubChem BioAssay
